NOD2-RIPK2 inh = NOD2-RIPK2 binding disruptors in cells, primary screen, fluorescence, CHO cells, BLA complementation. Receptor-interacting serine/threonine-protein kinase 2 (Homo sapiens), O43353. CCF4 ratio. inhibition, % at 4.98 µM. hit rate 0.38% among 360,000. AID 624267, 2012; in the data active = inhibition above about 21%;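 note: 0% = vehicle only and 100% = reference blocker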
ABCB6 inh 2 = ABCB6 transporter inhibitors, primary screen, K562-ABCB6 cells, flow cytometry, MLPCN library; ATP-binding cassette sub-family B member 6 (Homo sapiens), Q9NP58; K562-ABCB6 porphyrin accumulation, 1 h; active compounds read low; fluorescence ratio to DMSO, % at 10 µM; hit rate 0.19% among 360,000;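 active = fluorescence ratio to DMSO below 75%, the collection mean minus 3 SD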;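 note: signal is porphyrin accumulated inside mitochondria; 100% equals median channel fluorescence of DMSO control wells; lower ratio means ABCB6 inhibition with less porphyrin fluorescence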
SRC2 inh = inhibition of GAL4-SRC2 driven luciferase reporter, primary screen, SRC2 inhibitor project, cell-based, luminescence; Nuclear receptor coactivator 2 (Homo sapiens), Q15596; HEK293 GAL4-SRC2 luciferase reporter; inhibition, % at 9 µM; hit rate 0.17% among 370,000;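 active = inhibition above the mean inhibition of all tested compounds plus 3 SD, set per campaign, cut at about 52% in these data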;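 note: 0% = DMSO treated cells and 100% = cells given Gossypol at 36 µM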
H9c2 protect = cardioprotection against H2O2-induced cell death, primary screen, uHTS, H9c2 cells, ATPLite luminescence | H9c2 cardiomyocytes, H2O2 injury protection, 2 h | protection from H2O2 cell death, % at 20 µM | hit rate 0.63% among 360,000;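 active = compounds giving at least 50% protection of heart cells from peroxide-induced death in the single-dose screen, raw or plate-pattern-corrected value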;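 note: 0% = DMSO wells with peroxide and 100% = DMSO wells without peroxide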
TLR9-MyD88 inh = inhibitors of TLR9-MyD88 association in cells, primary screen, cell-based, CHO, BLA complementation, fluorescence. Toll-like receptor 9 (Homo sapiens) + Myeloid differentiation primary response protein …. CCF4 FRET ratio. inhibition, % at 4.98 µM. hit rate 0.21% among 340,000. AID 504734, 2011;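 active = inhibition above the mean over all tested compounds plus 3 SD, cut at about 21% in these data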;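 note: 0% = DMSO only wells and 100% = clavulanate BLA inhibitor control wells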
Target sequence (Q99836 whole entry, looked up): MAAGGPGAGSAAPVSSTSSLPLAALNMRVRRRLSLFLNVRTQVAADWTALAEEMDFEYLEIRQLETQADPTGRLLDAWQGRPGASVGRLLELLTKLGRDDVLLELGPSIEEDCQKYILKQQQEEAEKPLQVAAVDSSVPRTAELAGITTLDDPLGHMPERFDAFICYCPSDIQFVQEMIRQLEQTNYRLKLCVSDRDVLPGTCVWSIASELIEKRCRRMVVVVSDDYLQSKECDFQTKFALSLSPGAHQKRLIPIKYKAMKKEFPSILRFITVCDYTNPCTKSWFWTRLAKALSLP
Target sequence (Q9NR96 whole entry, looked up): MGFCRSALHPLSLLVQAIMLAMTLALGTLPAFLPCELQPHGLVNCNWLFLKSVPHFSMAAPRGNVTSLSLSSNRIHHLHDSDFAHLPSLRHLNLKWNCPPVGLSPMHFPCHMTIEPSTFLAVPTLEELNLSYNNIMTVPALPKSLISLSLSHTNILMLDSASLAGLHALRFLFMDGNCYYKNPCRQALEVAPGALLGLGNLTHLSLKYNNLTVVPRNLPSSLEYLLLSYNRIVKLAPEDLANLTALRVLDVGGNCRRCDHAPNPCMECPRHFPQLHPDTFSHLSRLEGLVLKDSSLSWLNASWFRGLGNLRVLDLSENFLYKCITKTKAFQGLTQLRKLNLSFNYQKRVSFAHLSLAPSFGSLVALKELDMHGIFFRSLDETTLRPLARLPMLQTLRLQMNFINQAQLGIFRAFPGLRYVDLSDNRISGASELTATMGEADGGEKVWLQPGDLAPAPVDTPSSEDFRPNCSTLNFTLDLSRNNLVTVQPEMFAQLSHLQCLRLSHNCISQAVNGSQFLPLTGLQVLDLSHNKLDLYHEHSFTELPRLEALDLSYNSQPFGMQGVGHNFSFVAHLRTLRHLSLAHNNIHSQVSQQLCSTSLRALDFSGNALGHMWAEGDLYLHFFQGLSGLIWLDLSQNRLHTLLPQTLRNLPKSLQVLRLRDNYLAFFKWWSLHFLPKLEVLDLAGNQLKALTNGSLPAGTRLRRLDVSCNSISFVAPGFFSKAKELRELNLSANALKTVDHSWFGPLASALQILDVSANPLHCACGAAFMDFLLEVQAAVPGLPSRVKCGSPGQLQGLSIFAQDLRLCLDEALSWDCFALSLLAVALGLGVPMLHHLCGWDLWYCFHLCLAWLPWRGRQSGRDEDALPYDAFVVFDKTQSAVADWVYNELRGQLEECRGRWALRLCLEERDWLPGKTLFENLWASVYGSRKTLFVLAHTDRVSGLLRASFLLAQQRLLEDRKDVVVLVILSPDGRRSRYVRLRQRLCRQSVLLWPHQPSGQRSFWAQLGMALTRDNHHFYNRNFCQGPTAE
MC4R ag barr = MC4R agonists recruiting beta-arrestin, primary screen, cell-based, luminescence, agonist arm of biased-ligand search; hit rate 0.98% among 360,000; U2OS MC4R beta-arrestin complementation; percent of melanotan II response, DMSO zero; activation, % at 8.9 µM; Melanocortin receptor 4 (Homo sapiens), P32245;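 active = activation above a per-plate cutoff, the mean activation of sample wells on that plate plus 3 SD, cut at about 8% in these data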
ABHD5-PLIN5 inh = ABHD5-PLIN5 interaction inhibitors, primary screen, cell lysate, split luciferase complementation, luminescence | inhibition, % at 4 µM | Split G. princeps luciferase complementation, 4 h | hit rate 0.78% among 360,000 | Perilipin-5 (Homo sapiens) + 1-acylglycerol-3-phosphate O-acyltransferase ABHD5 (Homo … | AID 602281, 2012;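 active = inhibition above the mean inhibition across every tested compound plus 3 SD, cut at about 22% in these data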;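 note: 0% = DMSO only wells and the 100% control is not disclosed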
Glyco luc inh = increase of ERlucT glycosylation luciferase signal, primary screen, N-linked glycosylation inhibitor project, D54 ERlucT cells, luminescence, set 2 | hit rate 0.23% among 360,000 | reporter increase, % at 12.5 µM | AID 588692, 2011 | D54 ERlucT glycosylation luciferase reporter, 24 h; percent of 100 nM tunicamycin response;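 active = mean luciferase reporter signal, scaled so untreated is 0 and the glycosylation-blocking control 100, at or above a set limit in every replicate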;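 note: luciferase carries N-glycosylation sites so blocking glycosylation raises the light; 0% = median of neutral control wells and 100% = median of 100 nM tunicamycin wells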
MC4R antagonist = MC4R antagonists of cAMP signaling, primary screen, cell-based, TR-FRET, antagonist arm of biased-ligand search | inhibition, % at 6.5 µM | AID 540295, 2011 | MC4R-expressing cells, MTII-stimulated cAMP, LANCE TR-FRET | hit rate 0.48% among 360,000 | Melanocortin receptor 4 (Homo sapiens), P32245;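 active = inhibition above its plate's cutoff, the mean of tested wells on that plate plus 3 SD, cut at about 29% in these data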;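 note: 0% = Melanotan II alone and 100% = Melanotan II plus saturating MCL0020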
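material = U2OS cells stably expressing human melanocortin 4 receptor (MC4R) | also added = Melanotan II challenge | dosing = single nominal compound dose of 6.5 µM | detection = TR-FRET with Eu-cAMP and labeled anti-cAMP, 671 nm | replication = singlicate | timing = compound 30 min, challenge 1 h, detection 1 h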
m5-HT2A agonist = mouse Htr2a agonists via beta-arrestin recruitment, primary screen, cell-based, luminescence; hit rate 0.66% among 360,000; activation, % at 7.6 µM; CHO-K1 mHTR2A beta-arrestin complementation; percent of 30 µM serotonin response; 5-hydroxytryptamine receptor 2A (Mus musculus), P35363;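 active = activation above a run cutoff, the mean activation of all tested compounds plus 3 SD, cut at about 14% in these data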;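 note: 0% = plate median of compound wells and 100% = 30 µM serotonin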
Starred values were filed as active, the others as inactive; nt = not tested or not shown. Not all compounds are listed. The share of hits here may be higher or lower than overall.

SMILES	NOD2-RIPK2 inh	ABCB6 inh 2	SRC2 inh	H9c2 protect	TLR9-MyD88 inh	MC4R ag barr	ABHD5-PLIN5 inh	Glyco luc inh	MC4R antagonist	m5-HT2A agonist
O=C(O)C1=C[C@H](c2ccc(F)cc2)C[C@H](OCCCCO)O1	-17	104	8	-1	-5	0.6	2	2	4	1
Nc1c(C(=O)NCc2ccccc2)nnn1Cc1ccc(F)cc1	-14	98	16	-14	-1	-1.0	1	-1	11	-3
Cc1nc(NC(=O)C2CC2)sc1C(=O)Nc1ccccc1Cl	0	96	-34	-2	-1	0.9	10	1	-4	2
Nc1sc(-c2ccccc2)cc1-c1n[nH]c(=S)n1C1CCCCC1	-3	96	8	-8	nt	11*	-4	23	-16	4
COc1ccc2c(c1)C(=O)[C@@H](O)[C@H](c1ccc(OC)c(Br)c1)O2	7	98	nt	52*	1	0.5	0	-8	1	-5
O=C(Nc1ncc2c(n1)-c1ccccc1CC2)C1CC1	-10	101	-9	2	-11	2.3	-7	5	13	-1
Cc1ccc(S(=O)(=O)N2CCN(C(=O)CN3C(=O)c4ccc([N+](=O)[O-])cc4C3=O)CC2)c(C)c1	-2	100	11	-13	3	-1.1	0	0	-7	-1
CC1CCCCC1NC(=O)NC(=O)COC(=O)C1=NN(c2ccccc2)C(=O)CC1 (stereo not given)	-6	102	-8	-5	-14	0.8	1	2	12	-1
Cc1ccc(C2=NN(S(C)(=O)=O)C(c3cccs3)C2)cc1 (stereo not given)	-8	95	-21	-6	0	0.4	-1	-2	9	0
CCCCc1ccc(NC(=O)N[C@@H](CC(C)C)C(=O)O)cc1	-6	96	15	-1	1	-0.7	-4	1	-4	0
Cc1cccnc1C1=NOC(Cc2ccccc2)C(=O)N1C (stereo not given)	-6	103	-22	9	nt	-0.2	3	3	9	5
Cc1ccc(-n2c(SCC(N)=O)nc3c(oc4ccccc43)c2=O)cc1	-2	101	16	1	-14	0.9	-7	3	5	2
CC1C(=O)Nc2ccc(S(=O)(=O)N3CCN(c4cccc(C(F)(F)F)c4)CC3)cc2NC1=O (stereo not given)	-8	95	2	-11	5	0.2	6	3	2	0
CCCCN(C(=O)c1cc(-c2ccncc2)nc2ccccc12)c1c(N)n(CC(C)C)c(=O)[nH]c1=O	-7	51*	-20	5	7	0.9	-2	-1	10	9
COc1ccc(-c2ccc(C(=O)NCCN(C)C)c3occc23)c(C)c1	-14	92	-1	7	nt	2.2	-1	-2	14	-12
CCOC(=O)N1CCC(N2CCN(S(=O)(=O)c3ccc(OC)cc3)CC2)CC1	-4	95	-15	-3	-9	3.6	4	-1	1	7
COc1ccc(/C=N/NC(=O)Cn2cnc3c2c(=O)n(C)c(=O)n3C)cc1	-7	98	5	8	11	0.0	1	-1	-2	-3
COC(=O)C[C@H]1C[C@H]2c3cc(NS(=O)(=O)c4cccc(OC)c4)ccc3O[C@H]2[C@@H](CO)O1	2	106	5	-1	-1	-2.5	2	1	-1	-3
COc1cc(/C=N/NC(=O)CCN2CCN(c3ccccc3)CC2)cc(OC)c1OC	-10	102	-22	-2	-2	0.0	-4	4	6	-5
COc1ccc2c(c1)c(N=O)c(O)n2C	12	94	-80	5	-7	-1.6	1	4	-12	3
O=C(O)CSCC(=O)N(Cc1ccccc1)c1nc(-c2ccccc2)c(-c2ccccc2)s1	-1	100	-8	-8	5	1.0	7	3	12	6
CC(=O)Nc1ccc(C(=O)CSc2nc3ccc(C)cc3[nH]2)cc1	-2	95	-3	-1	-9	-2.0	-9	0	2	4
O=C(NCC(=O)N1CCN(c2ccccc2O)CC1)c1ccc2ccccc2c1	0	100	-16	0	4	-2.8	12	-3	1	4
CCOC(=O)N1CCN(C(=O)CC(C(=O)N2CCc3ccccc32)n2ccnc2)CC1 (stereo not given)	5	91	12	5	-1	0.2	3	0	-3	2
CCC(C(=O)NCc1ccco1)n1nc(C)c2c(C)n(-c3ccccc3)nc2c1=O (stereo not given)	-1	97	-6	-2	-2	-2.9	-10	-3	3	-3
CCN1CCN(C(=O)c2ccc(Cl)c(S(=O)(=O)N3CCCCCC3)c2)CC1	-6	99	-24	-11	5	-1.2	1	-2	4	-1
CCOC(=O)[C@@H](NC(=O)/C=C/[C@H]1O[C@@H](n2cc(C)c(=O)[nH]c2=O)C[C@@H]1O)C(C)C	-7	102	2	8	nt	nt	-6	4	nt	-1
O=C(O)C(Cc1c[nH]c2ccccc12)NS(=O)(=O)c1ccc(F)cc1 (stereo not given)	4	98	-10	-3	1	-0.9	11	1	6	-3
COc1ccc(S(=O)(=O)N2CCC(C(=O)NCc3ccccn3)CC2)cc1OC	-5	101	-6	8	-10	-0.4	0	3	22	-3
Cc1ccc2oc(C(=O)N3CCC(O)(c4ccccc4)CC3)c(C)c2c1	-1	93	-27	-3	-6	0.8	-2	1	3	-2
Cc1cc(=O)oc2cc(OCC(=O)NC3CCN(Cc4ccccc4)CC3)ccc12	7	101	-4	3	4	-2.1	4	-2	-3	-7
CN(CCc1ccccc1)C(=O)c1[nH]c(C(F)(F)F)nc1-c1ccccc1	0	75	12	-4	nt	nt	4	1	nt	3
COc1ccccc1N1CCN(C(=O)Nc2ccc(F)c(Cl)c2)CC1	11	95	-7	11	6	-1.7	1	-3	-4	0
O=C(COC(=O)c1ccc([N+](=O)[O-])o1)Nc1nc2ccccc2s1	7	99	-4	36	3	0.0	-5	1	5	-1
COCCCNC(=O)C[C@H]1C[C@H](C(=O)N2CCOCC2)[C@@]2(C)c3[nH]c4cc(-c5ccco5)ccc4c3CCN2C1=O	-1	103	-3	-2	1	-0.9	9	0	-1	-2
O=C(CN1C(=O)c2cccc3cccc1c23)Nc1ccc2c(c1)OCO2	11	99	8	8	5	-1.2	4	-3	2	-3
CCOC(=O)c1cc(CC)sc1NC(=O)COC	1	106	-9	2	-8	1.3	-1	1	6	-5
Cn1c(CN2CCN(CCO)CC2)c(C#N)c2ccccc21	11	99	-25	3	-9	0.4	-7	3	-7	-2
CC(C)NC(=O)COC(=O)/C=C/c1ccc(F)cc1	1	106	-6	3	6	-0.7	1	1	1	-1
Cn1c(N)c(C(=O)COC(=O)c2cccc(S(=O)(=O)N3CCCCC3)c2)c(=O)n(C)c1=O	-8	91	-22	2	-3	0.9	5	-2	-6	1
O=C(COC(=O)c1cccc(S(=O)(=O)N2CCCC2)c1)Nc1ccccc1	-6	95	-5	-1	-16	-3.4	-6	2	-4	-5
CCOc1ccc(C2C(C(=O)c3ccco3)=C(O)C(=O)N2CCN2CCOCC2)cc1 (stereo not given)	-4	103	-14	2	7	-0.4	-3	0	4	5
Cc1c(C(=O)NCc2ccc3c(c2)OCO3)sc(=O)n1Cc1cccc(F)c1	-5	100	-5	0	nt	0.4	-7	-3	12	2
COC(=O)CCCC(=O)N1CCC(CO)(CCc2ccccc2)CC1	1	101	3	8	1	-0.1	6	-1	0	2
CCCCCCN1C[C@@H](n2cc(COC(=O)c3ccccc3)nn2)[C@H](O)C[C@@H]1c1ccc(C)cc1	3	102	-11	-23	5	1.7	-3	6	15	0

Profiles, looked up by structure:
Shown for CCC(C(=O)NCc1ccco1)n1nc(C)c2c(C)n(-c3ccccc3)nc2c1=O (stereo not given) → NOD2-RIPK2 inh: -1; ABCB6 inh 2: 97; SRC2 inh: -6; H9c2 protect: -2; TLR9-MyD88 inh: -2; MC4R ag barr: -2.9; ABHD5-PLIN5 inh: -10; Glyco luc inh: -3; MC4R antagonist: 3; m5-HT2A agonist: -3
Shown for O=C(O)C(Cc1c[nH]c2ccccc12)NS(=O)(=O)c1ccc(F)cc1 (stereo not given) → NOD2-RIPK2 inh: 4; ABCB6 inh 2: 98; SRC2 inh: -10; H9c2 protect: -3; TLR9-MyD88 inh: 1; MC4R ag barr: -0.9; ABHD5-PLIN5 inh: 11; Glyco luc inh: 1; MC4R antagonist: 6; m5-HT2A agonist: -3

Later entries:
SMILES	NOD2-RIPK2 inh	ABCB6 inh 2	SRC2 inh	H9c2 protect	TLR9-MyD88 inh	MC4R ag barr	ABHD5-PLIN5 inh	Glyco luc inh	MC4R antagonist	m5-HT2A agonist
COC(=O)C1CCN(CC(=O)Nc2ccccc2Sc2ccccc2)CC1	3	98	-8	-5	17	-0.2	-9	1	3	5
N#Cc1cn(CC(=O)NCC2CCCO2)c2ccccc12 (stereo not given)	-2	95	-1	-1	-9	-1.0	0	0	3	-1
O=C(CSc1nc(=O)n2cc(Cl)ccc2n1)Nc1ccc2c(c1)OCO2	3	99	-22	-2	-1	-2.5	-5	1	-3	3
CCNC(=S)N(CCc1ccc(S(N)(=O)=O)cc1)C1CC(=O)N(c2ccccc2)C1=O (stereo not given)	3	101	-18	0	-2	-1.6	5	-2	7	9
CCCCOC(=O)NC1CCc2cc(OC)c(OC)c(OC)c2-c2ccc(SC)c(=O)cc21 (stereo not given)	5	92	9	2	-3	-0.4	8	1	-19	-2
CCSc1nnc([C@H](C)NC(=O)OC(C)(C)C)o1	0	96	8	4	3	-1.3	0	1	4	-1
Cc1nn(C)c(C)c1S(=O)(=O)N(CC(=O)NC1CCCCCC1)c1ccc(C(C)C)cc1	-17	97	1	24	-5	0.9	-6	1	-1	3

6 entries out of the list above, ordered by the number in SRC2 inh, largest number first:
Molecule,SRC2 inh
CCOC(=O)N1CCN(C(=O)CC(C(=O)N2CCc3ccccc32)n2ccnc2)CC1 (stereo not given),12
COC(=O)C[C@H]1C[C@H]2c3cc(NS(=O)(=O)c4cccc(OC)c4)ccc3O[C@H]2[C@@H](CO)O1,5
CC1C(=O)Nc2ccc(S(=O)(=O)N3CCN(c4cccc(C(F)(F)F)c4)CC3)cc2NC1=O (stereo not given),2
CC1CCCCC1NC(=O)NC(=O)COC(=O)C1=NN(c2ccccc2)C(=O)CC1 (stereo not given),-8
O=C(Nc1ncc2c(n1)-c1ccccc1CC2)C1CC1,-9
O=C(O)C(Cc1c[nH]c2ccccc12)NS(=O)(=O)c1ccc(F)cc1 (stereo not given),-10

High-throughput results as filed in PubChem BioAssay.
